p-CIP stab down – compounds decreasing mouse p/CIP protein stability. Q05BA5. F442A p/CIP-EGFP cells, EGFP fluorescence, 16 h. decrease of EGFP signal, % at 10 µM. 0.01% of 290,000 active. AID 1984;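 active means EGFP signal decrease of at least 30% at 10 µM or well 3 SD below plate mean, unless failing retest; inactive means the rest, including hits failing retest or dose response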; further: some compounds called inactive have numbers as strong as hits; many of its hits are not listed in these tables
Target sequence (Q05BA5 1-1403): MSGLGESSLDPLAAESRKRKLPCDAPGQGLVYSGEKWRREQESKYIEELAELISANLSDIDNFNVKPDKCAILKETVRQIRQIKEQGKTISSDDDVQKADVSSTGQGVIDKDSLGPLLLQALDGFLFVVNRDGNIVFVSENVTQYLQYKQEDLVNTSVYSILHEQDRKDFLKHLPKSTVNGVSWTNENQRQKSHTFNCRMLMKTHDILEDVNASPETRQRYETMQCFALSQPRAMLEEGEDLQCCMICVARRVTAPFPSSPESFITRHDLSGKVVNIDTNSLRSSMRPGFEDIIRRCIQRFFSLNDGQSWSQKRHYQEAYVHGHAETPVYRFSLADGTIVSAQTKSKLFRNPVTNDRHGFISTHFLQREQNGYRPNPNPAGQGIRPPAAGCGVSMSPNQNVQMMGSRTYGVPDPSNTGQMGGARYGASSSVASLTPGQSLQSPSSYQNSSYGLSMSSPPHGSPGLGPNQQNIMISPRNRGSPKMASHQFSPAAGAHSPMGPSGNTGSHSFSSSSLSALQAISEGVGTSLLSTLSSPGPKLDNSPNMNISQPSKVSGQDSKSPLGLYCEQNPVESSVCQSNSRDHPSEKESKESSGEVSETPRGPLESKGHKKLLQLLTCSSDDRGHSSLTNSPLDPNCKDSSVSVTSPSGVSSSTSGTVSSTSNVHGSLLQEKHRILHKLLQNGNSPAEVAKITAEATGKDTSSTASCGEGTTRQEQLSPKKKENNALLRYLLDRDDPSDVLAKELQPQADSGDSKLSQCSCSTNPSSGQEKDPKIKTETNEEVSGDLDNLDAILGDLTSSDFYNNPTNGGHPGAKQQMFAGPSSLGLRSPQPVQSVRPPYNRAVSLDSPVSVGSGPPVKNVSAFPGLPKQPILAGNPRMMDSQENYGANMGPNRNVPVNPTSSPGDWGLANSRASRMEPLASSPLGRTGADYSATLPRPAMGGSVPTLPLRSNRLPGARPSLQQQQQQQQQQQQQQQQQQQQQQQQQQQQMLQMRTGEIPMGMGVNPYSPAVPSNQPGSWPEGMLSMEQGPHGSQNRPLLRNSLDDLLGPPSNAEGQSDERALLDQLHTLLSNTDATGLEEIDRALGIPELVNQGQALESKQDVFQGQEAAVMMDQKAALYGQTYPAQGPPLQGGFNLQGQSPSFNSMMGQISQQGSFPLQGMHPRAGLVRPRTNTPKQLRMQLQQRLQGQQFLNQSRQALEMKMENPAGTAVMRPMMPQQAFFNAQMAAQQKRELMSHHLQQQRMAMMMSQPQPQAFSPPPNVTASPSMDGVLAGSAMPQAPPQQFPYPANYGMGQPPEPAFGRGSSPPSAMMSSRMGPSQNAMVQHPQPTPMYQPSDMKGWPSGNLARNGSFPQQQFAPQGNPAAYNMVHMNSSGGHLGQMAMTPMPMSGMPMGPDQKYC
CHRM4 PAM – CHRM4 positive allosteric modulation; CHO-K1 hM4/Gqi5, Fluo-8 calcium fluorescence, ACh EC20; 0% = ACh EC20, 100% = maximal ACh; activation, % at 3 µM; 0.4% of 360,000 active; P08173;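 active means activation above its plate's cutoff, the mean activation of sample wells plus 3 SD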; further: some results filed as inactive read as strong as hits
CRFR2-BP antag – antagonists of CRF-binding protein/CRF-R2 receptor complex | inhibition, % at 11.8 µM | 0.59% of 350,000 active | AID 588475 | HEK293 CRF-R2/CRF-BP, CRF-induced calcium fluorescence;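 active means inhibition of the ligand-induced calcium signal above about 50% at the single tested concentration, limit read from the data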
CRFR2-BP ag – agonists of human CRF-binding protein/CRF-R2 receptor complex. HEK293 CRF-R2/CRF-BP, calcium dye fluorescence (FLIPR); percent of saturating CRF peptide response. activation, % at 13.2 µM. 0.46% of 350,000 active. AID 588473;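 active means activation of at least 50%, plus an integration ratio under a set limit after plate pattern correction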;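 further: plate controls were neutral control wells without compound for no effect and CRF at EC100 for full effect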
MEKK3 PB1 HTS – raises or lowers MEK5 binding to the human MEKK3 PB1 domain; bead-based flow cytometry, Alexa488-MEK5 binding to MEKK3; actives lie on both sides; 0 = blocked by unlabeled MEK5, 100 = vehicle; 1.4% of 290,000 active; binding response (% of control), % at 10 µM;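 active means binding response more than 3 SD above or below the average of its plate-row segment, actives on both sides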;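 further: Alexa488 bead fluorescence after subtracting the streptavidin-only scavenger bead signal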
IDE inh – cellular human IDE inhibition; HEK cells, FAbetaB cleavage, fluorescence polarization; inhibition, % at 5.59 µM; 0.41% of 320,000 active; AID 434962;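 active means percent inhibition above the average of all tested compounds plus 3 SD, set per screening campaign, cut at about 16% in these data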;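 further: IDE supplied by intact live HEK cells; FP after avidin binding of uncleaved biotin substrate so inhibition keeps polarization high; 0% = DMSO wells and 100% = 60 µM reference IDE inhibitor Ii1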
GalR3 antagonist – antagonists of human GalR3; inhibition, % at 3 µM; O60755; 0.44% of 360,000 active; AID 651719; HEK293 GalR3-CNG cAMP membrane potential fluorescence; galR3 body fused to GalR1 C-terminus;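 active means inhibition above the screen-wide average plus 3 SD, cut at about 13% in these data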;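 further: forskolin and galanin both at EC90 stimulate the cells; cAMP rise reported by CNG channel membrane potential dye signal; 0% = forskolin plus galanin with DMSO and 100% = forskolin alone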
PHOSPHO1 block – PHOSPHO1 (human) inhibition. Q8TCT1. recombinant PHOSPHO1, absorbance phosphatase assay. inhibition, % at 13.3 µM. 1.1% of 290,000 active. AID 1565; in the data active means inhibition above about 60%
IDE act – activators of human insulin-degrading enzyme in cells | P14735 | HEK cells, FAbeta-B cleavage, fluorescence polarization; 0% vehicle, 100% cell-free pure enzyme wells | activation, % at 5.96 µM | 0.073% of 340,000 active;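 active means activation above the mean of all tested compounds plus 3 SD, set per screening campaign, cut at about 17% in these data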
Numbers without * were called inactive; . = not tested or not shown; & = joins results of further samples; [ ] = dose if it differs, or a comment.

SMILES	p-CIP stab down	CHRM4 PAM	CRFR2-BP antag	CRFR2-BP ag	MEKK3 PB1 HTS	IDE inh	GalR3 antagonist	PHOSPHO1 block	IDE act
COC(=O)c1sc(N2C(=O)c3oc4ccccc4c(=O)c3C2c2cccs2)nc1C (stereo unspecified)	-8	0	16	-0.9	98	.	1	13	4
CC(C)OC(=O)CSc1nc(N2CCOCC2)c2c(c1C#N)CC(C)(C)OC2	0	0	43	-0.1	99	5	-2	16	-4
COC(C[C@@H](O)C[C@H](O)COCc1ccccc1)OC	-1	3	34	-7.2	106	.	-4	26	0
COc1ccc(C2SCCN2S(=O)(=O)c2ccccc2)cc1OC (stereo unspecified)	-22	7	14	-1.6	98	-2	-4	2	2
CC(C)c1cc(-c2cc(-c3ccccc3)on2)nc(NC2CCCC2)n1	-7	-4	-6	2.4	108	8	-6	-13	3
CCOc1cc2c(C#N)c(N3CCOCC3)nc(N)c2c(N)n1	-4	1	6	0.8	103	1	2	-7	2
CCCC(=O)Nc1cc(-c2cn3cccnc3n2)ccc1OC	-8	6	-9	1.4	87	-3	-5	17	2
Cn1c(N)c(C(=O)COC(=O)CCCN2C(=O)c3ccccc3C2=O)c(=O)n(C)c1=O	0	-1	17	0.9	93	2	2	28	4
COc1ccccc1CNC(=O)c1cccc(S(=O)(=O)N2CCN(c3ccc(F)cc3)CC2)c1	.	5	-14	2.7	.	2	-2	.	2
CN1CCN(C(=O)/C(=C/c2cccnc2)NC(=O)c2cccc(Br)c2)CC1	-6	-2	0	-0.5	96	-2	-1	30	5
COc1ccc(N2CCN(C(=O)CN(Cc3ccccc3)S(C)(=O)=O)CC2)cc1	1	-2	11	-0.4	55*[inhibitor]	2	-7	5	0
CN(C)C(=O)CSc1nnc(-c2cccs2)n1-c1ccccc1	-5	3	-10	1.4	110	-2	1	33	1
CCc1ccc(NC(=O)Nc2cccc(OC)c2)cc1	-5	-7	12	0.0	103	5	-3	28	2
O=C(NC1CCCCC1)NC1CC2CCCC(C1)N2C1CCCC1 (stereo unspecified)	-12	-1	10	-0.8	116	-3	-4	54	5
CCOc1ccc(NC(=O)C2CCCN(c3nc(C)cc(C)n3)C2)cc1 (stereo unspecified)	4	5	3	-0.8	103	1	-6	-13	4
O=C1CCCC2=C1C(O)(C(F)(F)F)C(=O)N2Cc1ccccc1 (stereo unspecified)	-2	7	3	-0.2	102	-7	-3	-11	1
CSc1ccccc1NC(=O)COC(=O)CSc1ccc(C)cc1	.	9	7	-5.4	.	4	11	.	2
O=C(COC(=O)c1ccccc1O)NC(=O)NCc1ccccc1	.	6	3	1.7	.	.	-1	.	2
CCn1nnnc1SCC(=O)c1cc(OC)ccc1OC	-11	0	-7	0.5	95	-2	-5	46	-1
Cn1c(/C(C#N)=C(\O)c2cc(Cl)sc2Cl)nc2ccccc21	-10	-1	-3	-3.7	103	2	-1	44	6
O=C(OCc1ccccc1)C1=NNC2C(=O)N(c3ccc(Br)cc3)C(=O)C12 (stereo unspecified)	8	-3	0	1.1	96	1	-4	32	.
CCN(CC(=O)NCc1cccs1)C(=O)CCC(=O)c1ccc(F)cc1	.	7	9	-0.7	.	-3	-5	.	6
CN(CC(=O)Nc1ccc(Cl)c(C(F)(F)F)c1)C(=O)c1cnccn1	.	9	-7	0.4	.	3	-4	.	2
Cc1cc(NC(=O)CSc2nc(-c3ccccc3)nc3c2c(=O)n(C)c(=O)n3C)no1	0	-3	2	-1.4	98	-1	.	16	1

Profiles, quoted from the list. Values in the order: p-CIP stab down | CHRM4 PAM | CRFR2-BP antag | CRFR2-BP ag | MEKK3 PB1 HTS | IDE inh | GalR3 antagonist | PHOSPHO1 block | IDE act
CCOc1ccc(NC(=O)C2CCCN(c3nc(C)cc(C)n3)C2)cc1 (stereo unspecified) as listed: 4 | 5 | 3 | -0.8 | 103 | 1 | -6 | -13 | 4
O=C1CCCC2=C1C(O)(C(F)(F)F)C(=O)N2Cc1ccccc1 (stereo unspecified) as listed: -2 | 7 | 3 | -0.2 | 102 | -7 | -3 | -11 | 1
CCOc1cc2c(C#N)c(N3CCOCC3)nc(N)c2c(N)n1 as listed: -4 | 1 | 6 | 0.8 | 103 | 1 | 2 | -7 | 2
CCc1ccc(NC(=O)Nc2cccc(OC)c2)cc1 as listed: -5 | -7 | 12 | 0.0 | 103 | 5 | -3 | 28 | 2

Remaining list, next part:
SMILES	p-CIP stab down	CHRM4 PAM	CRFR2-BP antag	CRFR2-BP ag	MEKK3 PB1 HTS	IDE inh	GalR3 antagonist	PHOSPHO1 block	IDE act
O=C(Nc1nnc(-c2ccncc2)o1)c1ccc(Br)s1	13	-5	4	0.7	104	3	5	14	5
COCCCNC(=O)c1ccccc1SC	-9	3	3	0.9	96	0	-6	-13	-2
COc1cc2cc(C)c(SCC(=O)N3CCN(C(=O)c4ccco4)CC3)nc2cc1OC	1	-3	-1	-0.9	116	-1	-2	5	2
Cc1ccc(S(N)(=O)=O)cc1NC(=O)/C=C/c1ccc2c(c1)OCO2	5	0	0	0.8	101	2	-2	9	1
COc1cccc(C(=O)NN=C2CCCC2)c1	-6	0	1	0.0	104	-1	-4	36	6
CC(C)CCNC(=O)CNC(=S)N(Cc1ccccc1)Cc1cccnc1	2	-1	1	1.3	122	4	-11	-10	-6
CCOc1ccc(N2CC(C(=O)N3CC(C)OC(C)C3)CC2=O)cc1 (stereo unspecified)	-8	2	-5	0.6	102	-8	-6	30	5
O=C(c1cccnc1)N1CCN(C(=O)c2cccs2)CC1	6	2	2	-0.4	98	1	-5	5	5
O=C(NCc1ccccn1)Nc1cc(Cl)cc(Cl)c1	-27	-8	-6	-0.2	104	4	-2	38	0
COc1ccc(Br)cc1CNc1ccc(O)cc1	-9	5	3	1.1	98	3	-1	37	1
O=C(O)CC(NC(=O)c1ccccc1NC(=O)c1ccccc1)C(=O)O (stereo unspecified)	-10	3	2	2.5	106	-1	-2	-1	0
CCC(c1nnc(SCC(=O)Nc2cc(Cl)ccc2C#N)n1C1CCCCC1)N(C)C (stereo unspecified)	-6	-1	-12	-1.1	96	0	-6	-44	7
O=C(Cn1c(=O)oc2cc(S(=O)(=O)N3CCCC3)ccc21)N1CCN(c2ccccn2)CC1	-4	-6	13	0.4	100	-3	1	14	-5
COc1ccccc1OCC(=O)N1CCN(S(=O)(=O)c2ccc(Cl)cc2)CC1	.	-1	14	-2.4	.	.	0	.	2
CNc1nccc(-c2ccc(Cl)cc2)c1C#N	-1	7	-7	2.0	96	7	-3	24	3
Cc1ccc(C)c2[nH]c(=O)c(CN(CCN3CCOCC3)Cc3nnnn3CC3CCCO3)cc12 (stereo unspecified)	1	-9	-26	2.3	98	3	0	5	-3
O=C(Cc1ncc(C(F)(F)F)cc1Cl)N1CCN(c2ccc(F)cc2)CC1	-7	13	12	-1.2	96	-1	-4	-2	7
O=C(Nc1ccc(F)cc1)Nc1csc2ccccc12	-9	-12	8	6.4	90	2	-1	42	.
COCc1nnc(NC(=O)C2CCN(C(=O)c3ccco3)CC2)s1	-13	0	1	-1.5	102	4	-8	6	0
Cc1cc(C)n(C(=O)CSc2nnc(SCC(=O)n3nc(C)cc3C)s2)n1	-3	4	-3	-0.5	99	-3	0	19	7
Cc1nc(-c2ccccn2)sc1C(=O)Nc1ccc(F)cc1	-3	-5	-21	-2.8	99	6	-4	-4	-2
COc1ccc(CCNc2c([N+](=O)[O-])ncn2C)cc1OC	1	-5	0	0.2	101	3	-2	38	2
COc1cc(OC)cc(C(=O)NCCN2CCOCC2)c1	-4	12	2	-3.2	102	-4	-4	-18	0
N=c1oc2cc(O)ccc2cc1C(=O)Nc1ccc(F)cc1	-8	0	-9	29	100	2	-9	20	3
Cn1cc(CN2CCCC(C(=O)c3ccc(-c4ccccc4)cc3)C2)cn1 (stereo unspecified)	-4	6	-5	1.3	97	0	-4	39	-6
Cc1ccc(C(=O)CC(=O)c2cccc(F)c2)c(O)c1	10	4	-18	16	114	3	-6	16	4
CCOC(=O)N/N=C\c1ccc(OC/C=C/c2ccccc2)c(OC)c1	-18	-4	2	0.5	97	1	-1	37	2
ClCC1CN(Cc2ccccc2Cl)CCO1 (stereo unspecified)	11	4	-11	-1.7	100	4	-1	-1	3
Cc1cccc(C(=O)OCC(=O)N2CCCC2=O)c1O	.	1	5	-0.9	.	-3	-4	.	1
C/C(CC(=O)Nc1ccc(OCc2ccccc2)cc1)=N\NC(=O)C(=O)Nc1ccc(C)c(Cl)c1	-1	4	-6	-2.5	96	-5	2	21	1
N#Cc1c(NC(=O)c2ccc([N+](=O)[O-])o2)sc2c1CCC2	-10	-4	22	19	97	-1	-4	23	-2
Cc1ccc(Cl)cc1N1CCN(C(=O)Cc2c(C(=O)O)[nH]c3ccccc23)CC1	-4	6	58*	-1.9	94	-1	-5	-11	1
Cc1ccc(Nc2nc(N)nc(CSc3nncn3C)n2)cc1	-1	4	-2	2.5	88	1	-4	-45	2
CCC(=O)Nc1ccccc1C(=O)C(=O)Nc1ccccc1	2	6	3	-1.6	99	3	-4	-30	3
O=S(=O)(c1cccs1)N1CN(Cc2ccc(Cl)cc2)c2nc3ccccc3nc21	-9	5	13	-0.1	90	4	-3	16	-3
CCN([C@H](CO)C(C)C)S(=O)(=O)c1ccccc1Br	.	-3	-2	-5.0	.	.	-7	.	-1
CCN(CC)c1ccc(NC(=O)c2ccccc2OCC(=O)OC)cc1	2	1	-33	-5.0	102	5	0	27	-1
C=CCSc1nc(C)c(CC(=O)OCCCC)c(=O)[nH]1	-15	6	-6	0.1	97	-2	-2	-6	1
CC(C)NC(=S)N/N=C/c1cc(Br)ccc1O	10	-2	-48	-0.3	94	1	-4	-10	3
CC(C)(C)c1nc(SCC(=O)N2CC(=O)Nc3ccccc32)c2ccccc2n1	1	6	-16	0.0	102	-4	-5	11	-2
CCc1ccc(-c2c(C)sc(NC(C)=O)c2C(N)=O)cc1	8	1	27	-4.3	101	2	-6	15	2
O=C(O)c1ccc(Nc2nc(-c3cc4ccccc4oc3=O)cs2)cc1O	-7	2	-44	61*	97	.	0	-85	.
COc1ccc(OC)c(-n2nnnc2SCC(=O)Nc2nc(C)c(C)s2)c1	-4	-1	-14	1.0	98	1	1	-25	-2
O=C(NCc1nc2ccccc2[nH]1)C1CCCCC1	8	15	8	4.3	90	3	-7	41	-1
CC(C)CN1C(=O)c2ccc(NC(=O)C3CC3)cc2C1=O	0	8	11	-1.2	101	-4	0	.	0
Nc1c(Cl)ncnc1NCCO	-7&-3	-1	-4	0.5	97&98	1	-2	35&-11	7
CC(/C=N/N1C(=O)CSC1=S)=C\c1ccccc1	-7	0	13	-1.6	99	6	-1	-46	5
CCOc1ccccc1NC(=S)N(CCOC)C1CCN(C(C)=O)CC1	-5	-7	-4	-1.6	82	5	-3	-1	0
CCc1ccc(NC(=O)CC2C(=O)NCCN2C(=O)c2ccc(F)cc2)cc1 (stereo unspecified)	2	3	-11	1.1	98	-3	3	32	-1
O=C(Nc1ccc(S(=O)(=O)Nc2nccs2)cc1)c1ccc(S(=O)(=O)N2CCOCC2)cc1	-21	-2	2	-1.5	101	0	0	9	6
CCN1CCN(S(=O)(=O)c2ccc(Cl)c(C(=O)NCCOc3ccc(C)cc3)c2)CC1	.	4	3	-2.4	.	.	3	.	5
O=C1C(=O)N(C/C=C/c2ccccc2)c2ccccc21	-4	4	-24	0.5	103	1	0	25	3
CCN(CC)C(=O)C1CCCN(c2ccccc2[N+](=O)[O-])C1 (stereo unspecified)	4	7	5	-1.6	80	2	-1	31	3
CCOC(=O)[C@H]1[C@H]2COc3ccccc3[C@@H]2N2C(=O)c3ccccc3NC(=O)[C@@]12C	.	-11	-13	-1.7	.	3	7	.	-1
